# Screening data (PubChem BioAssay)
# hcGAS lum = human cGAS inhibition. Q8N884. recombinant h-cGAS, ATP depletion, Kinase-Glo luminescence. inhibition, % at 12.5 µM. actives 0.081% (n = 290,000);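 further: 0% = vehicle reaction and 100% = reaction without DNA for no activity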
# Target sequence (Q8N884 whole entry, looked up): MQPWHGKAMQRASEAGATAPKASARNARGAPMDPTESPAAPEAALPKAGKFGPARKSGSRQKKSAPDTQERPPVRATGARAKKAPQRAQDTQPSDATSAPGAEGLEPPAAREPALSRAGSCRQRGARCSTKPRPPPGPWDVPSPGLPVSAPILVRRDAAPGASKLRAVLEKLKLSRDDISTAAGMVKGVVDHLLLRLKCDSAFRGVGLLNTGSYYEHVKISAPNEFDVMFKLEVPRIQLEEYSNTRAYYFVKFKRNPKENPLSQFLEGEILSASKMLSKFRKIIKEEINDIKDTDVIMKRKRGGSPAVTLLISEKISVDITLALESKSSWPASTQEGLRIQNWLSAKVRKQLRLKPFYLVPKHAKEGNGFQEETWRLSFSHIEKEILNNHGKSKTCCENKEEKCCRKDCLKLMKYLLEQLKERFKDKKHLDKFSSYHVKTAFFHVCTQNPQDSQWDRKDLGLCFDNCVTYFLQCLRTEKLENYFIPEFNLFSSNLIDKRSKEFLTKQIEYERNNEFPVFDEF
# NPYLR7 agonist = mosquito NPYLR7 agonism; AID 1259423; activation, % at 10 µM; HEK293T NPYLR7/Galpha15, GCaMP6s calcium fluorescence; actives 0.15% (n = 270,000); in the data active means activation above about 40%;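 further: 0% = vehicle and 100% = reference agonist at the receptor; some compounds past the cut are filed as inactive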
# mcGAS inh = blocks mouse cGAS activity; Q8C6L5; recombinant cGAS, Kinase-Glo ATP depletion luminescence; inhibition, % at 12.5 µM; actives 0.15% (n = 160,000);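 further: 0% = negative control wells and 100% = reference inhibitor with no enzyme activity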
# An asterisk follows results filed as active; x = not tested or not shown; & = joins results of further samples. Unless noted, no stated cut-off is given here; in the data, active means inhibition above about 40%; inactive means the rest.
# Results follow in this order: hcGAS lum, NPYLR7 agonist, mcGAS inh
Cc1cnc(C(=O)N(CC2CCN(Cc3ccccc3C)CC2)CC2CCCO2)cn1 (configuration not stated)
 : -5, 14, x
CC(C)c1nc(C(=O)N2CCCC3(CCNCC3)CC2)cs1
 : -3, 0, x
c1ccc(OCCn2cnc3ccccc32)cc1
 : -8, -3, -4
O=C(CN1CCN(C(=O)c2cccs2)CC1)Nc1cccc(Br)c1
 : -3, 2, x
Cc1ccc(-c2nnc(SCc3cc(C)on3)o2)cc1
 : -6, 22, x
CCSc1nc(CC(=O)NCCN2CCC(O)CC2)cs1
 : -5, -3, 0
COc1cccc(C(=O)N2CCN(C(C(=O)Nc3ccc(C)c(F)c3)C3CCCC3)CC2)c1 (configuration not stated)
 : 1, 4, -2
COc1cccc(C2C(C(=O)c3cccs3)=C(O)C(=O)N2CCN(C)C)c1OC (configuration not stated)
 : -2, -1, -4
COc1ccc(C(=O)Oc2coc(CSc3nc(C)cc(C)n3)cc2=O)cc1
 : -4, -14, -6
O=C(c1cccnc1Sc1ccc2c(c1)OCCO2)N1CCOCC1
 : -4, 2, -6
CC(Sc1ccc(Cl)cc1)C(=O)NCC(c1cccs1)N(C)C (configuration not stated)
 : -14, 11, x
COc1ccccc1-n1c(O)c(C=C2C=Nc3ccccc32)c(=O)n(-c2ccccc2OC)c1=O
 : -5, 8, x
COc1cccc(CN2CCN(Cc3cc(C)c(C)o3)CC2=O)c1
 : -5, 3, -11
CSC(=N)C(C#N)C(C#N)C(=N)SC (configuration not stated)
 : -3, -12, x
COCCCNc1nccc2[nH]c(-c3cccc(OC(F)(F)F)c3)nc12
 : -1, -4, -2
CC(C)(C)c1ccc(S(=O)(=O)NCCN2CCOC(c3ccccc3)C2)cc1 (configuration not stated)
 : -3, -8, x
CC(=O)Nc1ccc(S(=O)(=O)Oc2ccc(CN(CC(C)C)C(=O)c3cccs3)cc2)cc1
 : -15, 17, -4
COCC(=O)N1CCC2(CC1)C(=O)N(CC(=O)Nc1cccc(OC)c1)CN2c1ccccc1
 : -4, 2, -9
CCOc1ccc(C(O)=C2C(=O)C(=O)N(c3nccs3)C2c2ccc(O)c(OC)c2)cc1 (configuration not stated)
 : -4, 14, -6
O=C(C1CCCC1)N(CC(=O)N1CCc2sccc2C1COc1cccc(F)c1)C1CC1 (configuration not stated)
 : -5, -1, -6
COC(=O)CCN1CCN(S(=O)(=O)c2ccc(Cl)c(C#N)c2)CC1
 : -3, -2, x
Cc1cc(N)nn1-c1ccc(F)cc1F
 : -9, 12, x
CN(Cc1cc(C(C)(C)C)n[nH]1)Cc1nc2ccccc2n1C
 : -1, 1, x
COc1cc(OC)nc(N2CCC3(CCNC(=O)CC3)CC2)n1
 : -8, 8, x
CC(C)CCn1nc(C(=O)N2CCOCC2)c2c1CCN(C(=O)Cn1nc3ccccc3n1)C2
 : 4, -7, 2
COC(=O)c1sc(N2C(=O)C(=O)C(=C(O)c3ccc(C)cc3)C2c2ccc([N+](=O)[O-])cc2)nc1C (configuration not stated)
 : -4, 6, -6
COc1cc(C2c3c(-c4cc(C)c(C)cc4O)n[nH]c3C(=O)N2CCO)cc(Br)c1O (configuration not stated)
 : -2, -9, -8
COCCCN(CC(=O)N(CCc1ccc(OC)c(OC)c1)Cc1ccc(C)o1)C(=O)c1ccco1
 : -7, x, -6
CCCC(=O)N(Cc1cc2cc(C)ccc2[nH]c1=O)c1ccccc1OC
 : 7, 5, x
CCCN(C1=NC2CS(=O)(=O)CC2S1)c1ccccc1F (configuration not stated)
 : -8, 9, -5
Cc1ccc(Cl)c2sc(N(CCCN3CCOCC3)C(=O)c3ccno3)nc12
 : -4, 1, x
Cc1ccc(-c2ccnc(N3[C@@H]4CC[C@H]3CNC(=O)C4)n2)c(C)n1
 : 1, -3, x
COc1cn(C)c(C(=O)Nc2ccc(C(C)C)cc2)cc1=O
 : -13, 2, x
O=C(C1CCCO1)N1CCN(c2ncnc3c2nnn3-c2ccc(Cl)cc2)CC1 (configuration not stated)
 : -5, -2, -10
CCn1cnnc1CNC(=O)c1ccc(Br)o1
 : -6, -2, -7
CC(C#N)(NC(=O)Cn1cc([N+](=O)[O-])ccc1=O)C1CC1 (configuration not stated)
 : -4, -3, -7
CCCNC(=O)C(C)OC(=O)c1ccc(OC)nc1 (configuration not stated)
 : -6, -4, x
Cc1ccc(/C=C2\SC(=O)N(CCC(=O)NNC(=O)c3cccc(Cl)c3)C2=O)cc1
 : 3, -20, 0
CC1CCCN(c2nc3c(c(=O)n(C)c(=O)n3C)n2CCSc2nc3ccccc3o2)C1 (configuration not stated)
 : 0, 1, -2
C=CCn1c(SCc2ccc(Br)cc2)nnc1-c1ccccc1F
 : -6, x, -3
CC1(C)NC(=O)N(CC(=O)OCc2cc(=O)n3ccsc3n2)C1=O
 : 3, 0, x
CCC(c1nc2ccccc2c(=O)n1-c1ccc(Br)cc1)N1CCN(C(=O)c2cccc(Br)c2)C(C)C1 (configuration not stated)
 : -1, 31, -4
Cn1c(=NC(=O)c2cc(Cl)sc2Cl)sc2ccccc21
 : -12, -1, x
O=C(NCc1cccnc1)c1coc(CN(Cc2ccc3c(c2)OCO3)Cc2ccccc2F)n1
 : -4, 2, -6
Cc1cc(C)n(C2CCN(C(=O)c3cccc(CC4CCNCC4)c3)C2)n1 (configuration not stated)
 : -2, 7, x
O=C(O)C1CC2(CCN(C(=O)C3CC3)CC2)CN1C(=O)Cn1cncn1 (configuration not stated)
 : -12, x, -6
c1ccc(-n2cncn2)c(CNc2nccc(C3CCCC3)n2)c1
 : -3, 10, x
CCN(CC)S(=O)(=O)c1ccc(OC)c(N2CCN(S(=O)(=O)c3c(C)c(C)c(C)c(C)c3C)CC2)c1
 : -1, 27, -8
CCOCCOc1nc(-c2ccccc2F)n(-c2ccc(N)cc2)n1
 : -1, 9, -4
OCc1ccc(-c2nccn2CCn2cccn2)o1
 : -2, 1, -10
COCC(=O)Nc1ccc(Oc2cccc(C)c2)cc1
 : -20, 13, x
O=C(O)C1(Cc2ccccc2)CC2CCC1C2 (configuration not stated)
 : -5, -3, -9
Cc1ncc(CN(C)CC(O)c2cc(Cl)ccc2Cl)s1 (configuration not stated)
 : -15&3, 2&11, -4
COC(=O)c1ccc(Nc2nnc(Cc3ccc(Cl)cc3)c(=O)[nH]2)cc1
 : 0, 1, x
COC(=O)CCCC(=O)N1CCCC(C(=O)Nc2ccc(-c3cscn3)cc2)C1 (configuration not stated)
 : -7, 4, x
CCc1ccccc1-n1c(=O)c2ccccc2n(C(CC)C(=O)NCc2ccco2)c1=O (configuration not stated)
 : -6, -6, -4
COCC(C)NC(=S)NC(c1ccccc1)c1ccccc1 (configuration not stated)
 : -9, 1, x
N#Cc1ccccc1S(=O)(=O)NC1CC2CCC(C1)N2Cc1ccc2c(c1)OCO2 (configuration not stated)
 : -3, 1, -5
Fc1ccc(N2CCn3c(SCc4cccnc4)nnc32)cc1
 : -2, 4, -3
CN1CCN(n2c3c(c(SCc4ccc(Br)cc4)nc2=O)CCC3)CC1
 : 0, 9, 0

# Continuation.
# Results follow in this order: hcGAS lum, NPYLR7 agonist, mcGAS inh
CC1=NN(c2ccc(Cl)cc2)C(=O)C12Cc1ccccc1N1CCCCC12 (configuration not stated)
 : -10, 8, x
CSc1nc(C(=O)N2CCCC(CNC(=O)c3cc4ccccc4[nH]3)C2)cs1 (configuration not stated)
 : -6, 10, -9
NC(=O)CN1C(=O)[C@@H]2CN(C(=O)CSc3ccncc3)CCN2C1=O
 : 0, -8, -2
CN(CCC#N)c1ncc(C(F)(F)F)cc1Cl
 : -7, 4, x
COC(=O)C(C)(Cc1ccccc1)NC(=O)c1ccc(-n2nc(-c3ccc(Cl)cc3)cc2N)cc1 (configuration not stated)
 : -5, -10, -2
Cc1nc(C)c(Cc2ccc([N+](=O)[O-])cc2)c(N2CCN(C(=O)c3ccc(C)c([N+](=O)[O-])c3)CC2)n1
 : -8, x, -7
CCOc1cc(Cl)c(S(=O)(=O)NC(C)C)cc1Cl
 : -4, 0, x
Cc1ccnc(SCCCn2c(N3CCOCC3)nc3c2c(=O)[nH]c(=O)n3C)n1
 : -3, 2, x
COCCc1noc(CN2C[C@H]3CC[C@@H]2CN(Cc2cscn2)C3)n1
 : -16, x, -7
COc1ccc(OC)c(NC(=O)CCc2sc(C)nc2-c2cccs2)c1
 : -6, x, -7
Cc1cc(N2CCN(c3cccc(C(F)(F)F)c3)CC2)nc(SCc2ccc(C(=O)N3CCCC3)cc2)n1
 : -10, 12, -5
CCS(=O)(=O)N1CCc2cc(C(=O)Cn3cnc(C#N)n3)ccc21
 : -4, -1, -8
COC(=O)c1sc(N)c(C(=O)OC)c1COC(=O)Cc1c(C)noc1C
 : -3, 10, -4
O=C1OCCN1c1cccc(Nc2nc(C(F)(F)F)nc3ccccc23)c1
 : 1, -4, -3
O=C(NCc1ccco1)C1COC2(CCCCC2)N1C(=O)c1cc(F)cc(F)c1 (configuration not stated)
 : 0, -5, 1
CCCS(=O)(=O)N1CCN=C1SCc1cccnc1
 : -7, 7, -7
COCC(=O)N1CCC(C(NC(=O)c2ccc3c(c2)OCO3)C(=O)NC2CC2)CC1 (configuration not stated)
 : -6, 10, -7
COc1cc(C=CC(=O)c2ccc(I)cc2)cc(OC)c1OC
 : -7, 0, 4
CC(C)CN(Cc1cccn1Cc1ccccc1Cl)C(=O)CN(C(=O)c1cccc(Cl)c1)C(C)C
 : -5, -3, -4
CN=c1scc(-c2ccc(OC(F)F)cc2)n1N=Cc1ccc(F)cc1
 : -3, 5, -4
Nc1nc(CCCNC(=O)CC2CCc3ccccc32)cs1 (configuration not stated)
 : -7, -2, -10
COc1ccc(Cl)cc1-c1nc(=S)n(CN2CCCC2c2ccccc2)[nH]1 (configuration not stated)
 : -13, 2, x
O=C(NCC1(Cn2cccn2)CC1)C(=O)N1CCc2ccccc21
 : -5, 11, x
O=C(CCN1CCCCO1)NCc1ccc2c(c1)OCCCO2
 : 0, -4, -10
CCOCCCNC(=O)c1cc(NC(=O)COc2ccccc2)ccc1N1CCN(c2ccccc2OC)CC1
 : -8, x, -4
CC(=O)c1c(F)cccc1N1CCCC(N2CCNC2=O)C1 (configuration not stated)
 : -13, 0, x
COc1ccccc1C(NC(=O)C1CCN(Cc2cccc(C(F)(F)F)c2)CC1)c1ccccn1 (configuration not stated)
 : -7, 6, -3
CC(C)OCCCn1c(=O)c(C#N)cc2c(=O)n3ccccc3nc21
 : -3, 1, -2
Cc1ccc(-n2c(=O)c3ccccc3n(Cc3ccc(C(=O)NCc4cccc(C(F)(F)F)c4)cc3)c2=O)cc1C
 : -2, 18, -4
O=C1SC(Nc2ccc(I)cc2)C(=O)N1c1ccccc1 (configuration not stated)
 : -3, 63*, -2

# 6 entries drawn at random from those above, as already listed:
# Results follow in this order: hcGAS lum, NPYLR7 agonist, mcGAS inh
CCS(=O)(=O)N1CCc2cc(C(=O)Cn3cnc(C#N)n3)ccc21
 : -4, -1, -8
O=C(O)C1CC2(CCN(C(=O)C3CC3)CC2)CN1C(=O)Cn1cncn1 (configuration not stated)
 : -12, x, -6
CCOCCCNC(=O)c1cc(NC(=O)COc2ccccc2)ccc1N1CCN(c2ccccc2OC)CC1
 : -8, x, -4
CCCC(=O)N(Cc1cc2cc(C)ccc2[nH]c1=O)c1ccccc1OC
 : 7, 5, x
CC(C)CCn1nc(C(=O)N2CCOCC2)c2c1CCN(C(=O)Cn1nc3ccccc3n1)C2
 : 4, -7, 2
O=C1OCCN1c1cccc(Nc2nc(C(F)(F)F)nc3ccccc23)c1
 : 1, -4, -3

# The list continues.
# Results follow in this order: hcGAS lum, NPYLR7 agonist, mcGAS inh
Cc1cccc(Oc2cc(N3CCN(CCN4CCOCC4)CC3)ncn2)c1
 : 4, -10, 3
O=C(/C=C/c1ccoc1)NC(c1ccc(F)cc1)c1ccc(SCc2ccccc2)cc1 (configuration not stated)
 : -6, -3, -6
CC(C)Nc1nnc(SCC(=O)N(C)Cc2cccc(Cl)c2)s1
 : -5, 5, -8
CCOc1ccc(N2C(=O)Cc3ccccc3C2=O)cc1
 : 4, -3, x
O=C(c1ccc(-c2ccccc2F)o1)N1CCN(S(=O)(=O)c2ccc(F)c(Cl)c2)CC1
 : -1, 4, -7
COC(=O)c1ccc(Nc2nccc3[nH]c(-c4ccsc4)cc23)cc1
 : -5, 4, 0
C=c1cc(C)n(CC(=O)Nc2ccc(OC)c(OC)c2)c(=O)c1=C1N=C(c2ccc(F)cc2)NO1
 : -1, 0, -6
CCOC(=O)c1ccc(CSc2nnc3ccc(C(F)(F)F)cn23)o1
 : -14, 9, x
CC(C)c1ccc(NC(=O)N2CCN(C(C(=O)N(C)Cc3ccco3)C3CCCC3)CC2)cc1 (configuration not stated)
 : -3, 5, -5
CN(C)CCNCCOc1ccc(Br)cc1Cl
 : -4, -8, x
COc1ccc(CNC(=O)N2CCN(S(=O)(=O)c3ccccc3Cl)CC2)cn1
 : -8&1, 2&0, -15&-1
CNS(=O)(=O)CCn1cnc(-c2ccccc2)c1-c1ccc(C)cc1F
 : -7, 8, -14
Cc1ccccc1Cn1cnc2c(cnn2CCNC(=O)c2ccco2)c1=O
 : -4, -3, -8
N#Cc1ccccc1S(=O)(=O)N1CCN(c2nc3nccc(-c4ccc(Cl)c(Cl)c4)n3n2)CC1
 : 0, 6, 2
CC(=O)NCCc1ccc(C(=O)Cn2cnc3ccc(Cl)cc3c2=O)cc1
 : -7, -1, -7
CC(C)NC(=O)N1CCCC(OCc2cc(F)cc(F)c2)C1 (configuration not stated)
 : -4, 0, -4
CS(=O)(=O)N1CCN(C(=O)Cc2cc(=O)[nH]c(SCc3ccccc3F)n2)CC1
 : -1, -13, -1
Cc1cccc2sc(N(CCCn3ccnc3)C(=O)c3ccc(Cl)s3)nc12
 : -3, -10, -1
